# KB-V1 MDR tox: kills drug-selected multidrug resistant KB-V1 cells; KB-V1 MDR cells viability, CellTiter-Glo, 72 h; Potency, µM (doses to about 46.1 µM), for the others: at the top dose activity change, negative = cytotoxicity, hits mostly cytotoxic; hit rate 3.4% among 400,000; AID 1347076; also: potency is read from the fitted curve at half-maximal effect; % is scaled to controls: 0 for no effect and ±100 for the full control effect; nearly all actives have a fitted effect of over 60% in size
#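 Drug-selected KB-V1 cells, grown in DMEM lacking phenol red with 10% FBS, receive compound titrations; after three days at 37 degrees C, surviving cell ATP is quantified by CellTiter-Glo luminescence and responses normalized and curve-fitted.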
# HT1080NT lethal: kills 2HG-producing HT-1080-NT fibrosarcoma cells. HT-1080-NT fibrosarcoma viability, CellTiter-Glo ATP luminescence, 48 h. Potency, µM (titrated, usually from 46.1 µM), for inactives: at the highest dose activity, negative = less viability, usual class: cytotoxic. hit rate 1.6% among 360,000;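 also: NT is the 2HG producing partner of a matched IDH1 knockdown line; potency is read from the fitted curve at half-maximal effect; 0% = DMSO-treated cells and -100% = media-only wells without cells; nearly all actives have a fitted effect of over 55% in size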
#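 A 48-hour cytotoxicity screen used HT-1080-NT cells plated 2 hours before compound delivery. ATP-based CellTiter-Glo luminescence measured viability, normalized to DMSO and no-cell controls.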
# D3 ag: D3 dopamine receptor (human) agonism; AID 652048; D3R DiscoveRx beta-arrestin cells, luminescence, 90 min; hit rate 0.58% among 410,000; max activation, %; in the data active = max activation above about 30%; also: 0% is about no effect; mostly tested at two doses, the higher about 12 µM
# Target sequence (P35462 whole entry, looked up): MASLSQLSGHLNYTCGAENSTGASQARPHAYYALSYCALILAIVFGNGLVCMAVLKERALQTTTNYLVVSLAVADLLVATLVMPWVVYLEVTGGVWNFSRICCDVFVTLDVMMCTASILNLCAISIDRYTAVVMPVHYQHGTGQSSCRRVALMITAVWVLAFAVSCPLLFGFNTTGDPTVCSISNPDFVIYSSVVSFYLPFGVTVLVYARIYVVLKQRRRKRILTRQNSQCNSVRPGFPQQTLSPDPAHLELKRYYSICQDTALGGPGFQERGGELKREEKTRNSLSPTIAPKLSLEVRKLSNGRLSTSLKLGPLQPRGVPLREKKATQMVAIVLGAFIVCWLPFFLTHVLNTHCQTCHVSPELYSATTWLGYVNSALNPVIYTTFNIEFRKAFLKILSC
#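 Agonist mode: compounds and dopamine controls were applied to plated cells for 90 min at 37 degrees C after an overnight attachment at 1500 cells/well. Luminescent read-out followed 30 - 60 minutes at room temperature with DiscoveRx detection reagent.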
# MCF10A rerep: inducers of DNA re-replication in MCF 10A breast cells; MCF 10A DNA re-replication, Hoechst nuclear intensity, 48 h; Potency, µM (titrated, usually from 46.1 µM), for the others: at the highest dose activity, positive = re-replication, hits mostly activators; hit rate 2.9% among 350,000; AID 624296; also: potency is read from the fitted curve at half-maximal effect; % of control where 0% means no effect; nearly all actives have a fitted effect of over 50% in size
# IL-1B inflam inh: inflammasome signaling inhibition, IL-1 beta readout | THP-1 LPS/ATP IL-1B secretion, AlphaLISA, 16 h; hits give low values | AID 743279 | activity change, % at 57.5 µM | hit rate 4.7% among 360,000; in the data active = activity change below about -50%; inconclusive = mostly about -30% to -49%; also: % is scaled to controls: 0 for no effect and ±100 for the full control effect
#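 THP-1 cells pretreated 1 hr with compounds (up to 57.5 uM final), then stimulated with LPS (250 ng/mL final) plus ATP (1.25 mM final); secreted IL-1B measured by AlphaLISA after 16 hr, decreased signal indicating inhibition.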
# HT1080 IDH1KD tx: HT-1080 IDH1 knockdown cell toxicity (counter line); Potency, µM (doses to about 46.1 µM), inactives show at the highest dose activity, negative = toxicity, hits mostly cytotoxic; HT-1080 IDH1 knockdown viability, ATP luminescence, 48 h; AID 686971; hit rate 2% among 360,000;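 also: potency is read from the fitted curve at half-maximal effect; 0% = DMSO wells and -100% = cell-free medium wells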
#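 In this qHTS, HT-1080 cells depleted of IDH1 are exposed for 48 h at 37 °C to compound titrations. Toxicity is scored from CellTiter-Glo luminescence, with DMSO as full viability and medium alone as none.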
# GLP1R cytotox: cytotoxicity counter-screen for GLP-1 receptor inverse agonists; HEK293 cAMP-luciferase reporter cells, luminescence, 24 h; Potency, µM (series often up to 38.3 µM), for the others: at the top dose activity change, negative = inhibition, actives largely listed as inhibitors; hit rate 0.13% among 410,000;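 also: loss of luciferase light is scored as toxicity; potency is read from the fitted curve at half-maximal effect; % is scaled to controls: 0 for no effect and ±100 for the full control effect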
#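 Quantitative HTS format, 1536 wells, 200 cells/uL seeded. Compounds: 23 nL, 24 h, 37 °C. Detection: luciferase reagent, luminescence at 12 min RT; decreased signal taken as cytotoxic.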
# KB-3-1 cytotox: KB-3-1 parental cell cytotoxicity | hit rate 1.4% among 400,000 | Potency, µM (highest dose often 46.1 µM), for the others: at the top dose activity change, negative = cytotoxic, most hits filed as cytotoxic | KB-3-1 viability, CellTiter-Glo ATP luminescence, 72 h; also: potency is read from the fitted curve at half-maximal effect; % is scaled to controls: 0 for no effect and ±100 for the full control effect; nearly all actives have a fitted effect of over 60% in size
#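 Luminescent ATP read-out (CellTiter-Glo) measures survival of drug-naive KB-3-1 cells after 72 h compound exposure at 37 °C. Titration series was screened from lowest to highest concentration, with DMSO vehicle plates as background controls.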
# SW480 rereplic: inducers of DNA re-replication in SW480 colon cancer cells; Potency, µM (series often up to 46.1 µM), inactives show top-dose re-replication activation, hits mostly activators; AID 624297; hit rate 1.8% among 340,000; SW480 DNA re-replication, Hoechst DNA content imaging, 48 h; also: potency is read from the fitted curve at half-maximal effect; % of control where 0% means no effect; nearly all actives have a fitted effect of over 55% in size
#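 Readout is total intensity of Hoechst-stained nuclei, excited at 405 nm and collected at 500-530 nm. Compound treatment lasted 48 hr at 37 C in 5% CO2 before staining.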
# * marks the source's active call; other numbers are inactive results; ? = inconclusive; / = no result given; [ ] = remark or other dose. Unless noted, calls follow the shape of the dose curve; as a rule, active = well fitted curve in the direction sought with a large enough effect; inconclusive = small, poorly fitted or top-dose-only effect, or another doubt; inactive = no such curve, though single readings can be large; an effect the other way counts as inactive or inconclusive.
Compound	SW480 rereplic	MCF10A rerep	GLP1R cytotox	HT1080 IDH1KD tx	D3 ag	KB-3-1 cytotox	HT1080NT lethal	KB-V1 MDR tox	IL-1B inflam inh
O=C(O)CC1c2ccccc2CCN1S(=O)(=O)c1cccs1 (stereo not given)	-17%	0%	-3%	16%	21	24%	10%	9%	7
CC(NC(=O)C1CCCN1S(=O)(=O)c1ccccc1)c1ccccc1 (stereo not given)	0%	?	-1%	23%	-2	-9%	20%	-3%	16
COc1cc(COCC(O)CN2CCOCC2)cc(OC)c1OC (stereo not given)	2%	-3%	1%	10%	0	3%	6%	1%	27
CC(C)N1CC(O)=C(c2nc3ccccc3c(=O)[nH]2)C1=N	-3%	2%	-14%	-1%	-8	?	17%	-3%	?
CN(Cc1cn(Cc2ccc(F)cc2)nn1)C1CN(Cc2cn(Cc3ccc(F)cc3)nn2)S(=O)(=O)C1 (stereo not given)	/	/	-1%	-4%	6	-10%	6%	-5%	3
Cc1ccc(NC(=O)C2COc3ccccc3O2)c(C)c1 (stereo not given)	-9%	7%	2%	12%	0	-2%	11%	0%	3
N#CC1(C#N)C(C(=O)C23CC4CC(CC(C4)C2)C3)C12CCOCC2 (stereo not given)	0%	-4%	5%[7.66 µM]	10%	0	22%	2%	-13%	-10
Cc1ccc2c(c1)P(=O)(O)c1cc(C)ccc1O2	0%	-5%	-6%	16%	7	1%	13%	0%	13
Cc1ccc(S(=O)(=O)N/N=C\c2ccc(Cl)c([N+](=O)[O-])c2)cc1	4%	-4%	-10%	?	-29	-13%	-12%	0%	-13
Cc1cccc(NC(=S)NN2CCOCC2)c1C	-6%	-9%	-12%	11%	2	-6%	14%	-8%	5
O=C(NCc1ccc2c(c1)CCN2C(=O)c1ccc(F)cc1)c1c(F)cccc1F	/	/	-2%	/	9	?	/	-20%	/
CC1(OC(=O)C2CCCC2)C(=O)C=C2C=C(c3ccsc3)N(C3CC3)C=C2C1=O (stereo not given)	-3%	-24%	-26%	-1%	0	8%	-22%	-18%	-3
COc1ccc(Nc2cc(C(=O)NCCCN3CCN(C)CC3)c3ccccc3n2)cc1OC	-5%	-3%	19%	-2%	-4	0%	-2%	6%	?
COc1ccc(C)cc1NC(=O)CCn1nc(C)cc1C	/	/	7%	/	8	10%	/	-13%	/
NC1=NC(=O)C(Cc2ccc(Br)cc2)S1 (stereo not given)	-5%	-5%	1%	9%	-5	1%	14%	6%	3

# As entered above.
# For GLP1R cytotox, CC(C)N1CC(O)=C(c2nc3ccccc3c(=O)[nH]2)C1=N shows -14%
# For MCF10A rerep, Cc1ccc(S(=O)(=O)N/N=C\c2ccc(Cl)c([N+](=O)[O-])c2)cc1 shows -4%

# Next section
Compound	SW480 rereplic	MCF10A rerep	GLP1R cytotox	HT1080 IDH1KD tx	D3 ag	KB-3-1 cytotox	HT1080NT lethal	KB-V1 MDR tox	IL-1B inflam inh
Cc1ccc(CNC(=O)C(c2ccccc2)c2ccccc2)cc1	-119%[inhibitor]	0%	-12%	11%	0	8%	14%	4%	0
Cc1ccccc1C(=O)Nc1c(C(=O)N2CCCC2)cnn1-c1ccccc1	16%	-1%	9%	20%	-19	11%	2%	?	5
CCOc1ncccc1C(=O)Nc1c(C)n(C)n(-c2ccccc2)c1=O	0%	-8%	-1%	5%	3	11%	5%	11%	6
S=C(NCc1ccco1)N1CCN(C(c2ccccc2)c2ccccc2)CC1	-1%	5%	9%	-29%	3	-4%	0%	-29%	-4
Brc1ccc(-c2nn[nH]n2)cc1	-5%	5%	1%	-2%	-5	-1%	1%	-11%	4
CCn1c(CC(=O)Nc2ccccc2F)nnc1SCC(=O)NC1CCCCC1	11%	?	8%	-3%	-8	-10%	-20%	0%	31
O=C(CN1CCN(Cc2cccc(Cl)c2)C1=O)NCC1CCCO1 (stereo not given)	-1%	-1%	-11%	11%	6	2%	9%	-4%	15
CCC1CCCCN1CCNS(=O)(=O)c1ccc2c(c1)CCN2C(C)=O (stereo not given)	-8%	-1%	-3%	6%	1	1%	3%	-2%	6
COc1cc(NC(=O)CSC2=Nc3ccccc3N=C(c3ccc(F)cc3)C2)cc(OC)c1	/	/	2%	/	-3	-2%	/	18%	/
COc1cccc(C#CC2=CC(=O)C[C@H](c3ccc(F)cc3)C2)c1	/	/	2%	?	-9	?	?	7%	-93*
CCCCN(C(=O)c1[nH]c(C)c(C(=O)OCC)c1C)c1c(N)n(CCCC)c(=O)[nH]c1=O	-4%	3%	-3%	-9%	-5	?	0%	0%	15
O=C(c1ccc(Cl)c(S(=O)(=O)N2CCCCCC2)c1)N1CCCC(C(F)(F)F)C1 (stereo not given)	7%	?	7%	-16%	-9	-22%	-10%	?	-5
CCOC(=O)c1ccc(-c2cccc(-c3cc(=O)oc4cc(OC)cc(OC)c34)c2)cc1	?	?	2%	8%	5	0%	1%	0%	19
CC(C)CC(OC(=O)c1ccc(Cl)nc1)C(=O)NC1CCCC1 (stereo not given)	-6%	-2%	9%	15%	-10	-1%	6%	?	-8
CC1CC1C(=O)Nc1nc2ccc(S(C)(=O)=O)cc2s1 (stereo not given)	12%	19%	3%	-10%	-7	-28%	-21%	?	7
Cc1cccc(-n2ccc(=O)c(C(=O)O)n2)c1	0%	-1%	2%	5%	-3	-3%	14%	-2%	2
O=C(COC(=O)/C=C/c1ccc(S(=O)(=O)N2CCOCC2)cc1)NCc1ccccc1	-7%	?	5%	-10%	1	-10%	-20%	-1%	-26
O=C1/C(=C/c2cccc(O)c2)SC(=S)N1CC1CCCO1 (stereo not given)	?	-10%	0%	-2%	-1	-2%	-5%	-1%	?
CCCCOc1ccc(Cn2c(=O)sc3ccccc32)cc1	/	/	26%	/	-9	1%	/	6%	/
COc1ccc(N2CCN(C(=O)COC(=O)Cc3ccc(F)cc3)CC2)cc1	-3%	0%	3%	5%	2	-5%	10%	0%	-1
CN(C)S(=O)(=O)c1ccc(C(=O)OCCN=C2NS(=O)(=O)c3ccccc32)cc1	0%	-1%	-10%	-2%	2	-5%	-2%	11%	11
CCCc1cc(C(=O)Nc2ccc(C)cc2)no1	-3%	-3%	1%	19%	-5	14%	13%	-11%	-27
CC(=O)C1=C(C)OC(N)=C(C#N)C1c1cccc2ccccc12 (stereo not given)	-9%	1%	-6%	-18%	-2	-9%	1%	13%	-16
O=C(CC(=O)Nc1cccc(Cl)c1)N/N=C\c1ccccc1	?	?	-6%	-9%	-5	-2%	-2%	0%	-28
CCN(CC(=O)Nc1c(F)cccc1F)C(=O)CCOc1ccccc1	1%	4%	-5%	-6%	1	0%	-2%	-29%	-4
COC(=O)c1cc(NC(=O)CC2C(=O)OCCN2Cc2ccccc2)cc(C(=O)OC)c1 (stereo not given)	/	/	20%	/	-3	14%	/	29%	/
CCCNC(=O)Cn1c(=O)n(CC(=O)N2CCCCC2)c(=O)c2sccc21	-11%	-12%	-2%	2%	3	-11%	-3%	?	-8
O=Cc1cn(CCC(=O)O)nc1-c1cccc(Cl)c1	0%	7%	21%	19%	2	10%	12%	4%	-9
CC(=O)NC1CC2CCCC(C1)N2CC(=O)Nc1ccccc1 (stereo not given)	-5%	0%	6%	7%	1	21%	1%	0%	-1
O=C(c1ccc2c(Cl)c3c(nc2c1)CCCC3)N1CCN(c2cccc(Cl)c2)CC1	/	/	-2%	/	4	?	/	?	/
Cc1ccc(S(=O)(=O)N2CCC(C(=O)OCC(=O)N(Cc3ccccc3)C(C)(C)C)CC2)cc1C	2%	9%	-4%	-18%	-20	2%	-1%	-18%	-4
Cc1ccc(NC(=O)CN(C)CC(=O)NC2CCCc3ccccc32)cc1 (stereo not given)	-25%	8%	-2%	-4%	-6	-1%	0%	0%	-18
Cc1ccc(CN2CCSc3ccc(C(=O)NCCc4ccccc4)cc32)cc1	/	/	-3%	/	-14	-1%	/	0%	/
CC(C)(C)c1cc(CCC(=O)NCCc2ccccn2)cc(C(C)(C)C)c1O	4%	14%	0%	-11%	5	-4%	-1%	?	24
CC(=O)C[C@@H]1OC[C@H](C(C)C)N1S(=O)(=O)c1ccc(C)cc1	/	/	-1%	3%	0	-1%	0%	-11%	19
CCn1cc(Br)c(C(=O)Nc2cccc(SC)c2)n1	-2%	-4%	1%	-14%	2	-2%	5%	4%	-9
COCCN(C(=S)Nc1cccc(Cl)c1C)C(C)c1ccco1 (stereo not given)	-4%	20%	-12%	-9%	5	23%	-10%	4%	?
Cc1nn(CC(=O)c2ccc(Br)s2)c(C)c1[N+](=O)[O-]	-22%	1%	-15%	1%	-4	?	-9%	?	-1
CCN(CC)c1ccc(C=O)c(OC)c1	12%	1%	4%	0%	-2	-1%	-12%	-4%	-3
CCc1cc2c(COC(=O)CCNS(=O)(=O)c3cccc(C(F)(F)F)c3)cc(=O)oc2cc1O	4%	-3%	/	-10%	-1	?	-7%	-13%	29
CN(C(=O)c1cc2c(cc1Br)OCO2)c1cccc2ccccc12	/	/	3%	-21%	0	-31%	-9%	?	27
O=C(NNC(=O)C1CC(c2cccs2)=NO1)Nc1ccc(Cl)cc1 (stereo not given)	-5%	13%	-4%	8%	-1	4%	11%	16%	-1
CCCCn1c(/C=N/Nc2nc3ccccc3[nH]2)nc2ccccc21	8.2µM*	?	14%	15µM*	-1	?	?	-11%	69
COc1ccccc1CNC(=O)CCCNC(=O)Cn1cnc2sc(C)c(C)c2c1=O	0%	-3%	15%	0%	-26	27%	-21%	-1%	21

# Screening data as filed in PubChem.
